p-CIP stab down – compounds decreasing mouse p/CIP protein stability; decrease of EGFP signal, % at 10 µM; Q05BA5; F442A p/CIP-EGFP cells, EGFP fluorescence, 16 h; AID 1984; hit rate 0.01% among 290,000;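 active means EGFP signal decrease of at least 30% at 10 µM or well 3 SD below plate mean, unless failing retest; inactive means the rest, including hits failing retest or dose response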; further: some compounds called inactive have numbers as strong as hits; many of its hits are not listed in these tables
MEKK3 PB1 HTS – MEKK3-MEK5 PB1 interaction, increase or decrease. bead-based flow cytometry, Alexa488-MEK5 binding to MEKK3; actives lie on both sides; 0 = blocked by unlabeled MEK5, 100 = vehicle. binding response (% of control), % at 10 µM. hit rate 1.4% among 290,000. AID 1529;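 active means binding response more than 3 SD above or below the average of its plate-row segment, actives on both sides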;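 further: Alexa488 bead fluorescence after subtracting the streptavidin-only scavenger bead signal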
Target sequence (Q99759 whole entry, looked up): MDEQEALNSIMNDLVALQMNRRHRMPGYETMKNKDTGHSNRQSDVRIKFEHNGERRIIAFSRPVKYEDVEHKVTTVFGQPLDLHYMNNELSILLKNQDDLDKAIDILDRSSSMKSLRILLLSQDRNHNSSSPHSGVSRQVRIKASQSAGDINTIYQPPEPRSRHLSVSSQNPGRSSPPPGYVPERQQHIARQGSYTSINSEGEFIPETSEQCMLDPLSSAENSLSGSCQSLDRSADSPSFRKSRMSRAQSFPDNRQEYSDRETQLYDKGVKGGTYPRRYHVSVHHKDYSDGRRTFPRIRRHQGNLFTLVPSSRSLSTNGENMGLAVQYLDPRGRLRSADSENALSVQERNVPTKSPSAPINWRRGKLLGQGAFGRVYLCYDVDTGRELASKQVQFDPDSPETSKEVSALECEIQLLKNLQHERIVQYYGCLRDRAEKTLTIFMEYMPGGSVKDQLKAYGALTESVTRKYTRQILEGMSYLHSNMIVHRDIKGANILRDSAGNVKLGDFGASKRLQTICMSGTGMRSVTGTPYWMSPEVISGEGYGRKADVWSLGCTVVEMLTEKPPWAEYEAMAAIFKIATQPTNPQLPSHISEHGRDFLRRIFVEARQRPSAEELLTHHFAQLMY
PHOSPHO1 inh – PHOSPHO1 (human) inhibition; inhibition, % at 13.3 µM; AID 1565; Q8TCT1; hit rate 1.1% among 290,000; recombinant PHOSPHO1, absorbance phosphatase assay; in the data active means inhibition above about 60%
Target sequence (Q8TCT1 whole entry, looked up): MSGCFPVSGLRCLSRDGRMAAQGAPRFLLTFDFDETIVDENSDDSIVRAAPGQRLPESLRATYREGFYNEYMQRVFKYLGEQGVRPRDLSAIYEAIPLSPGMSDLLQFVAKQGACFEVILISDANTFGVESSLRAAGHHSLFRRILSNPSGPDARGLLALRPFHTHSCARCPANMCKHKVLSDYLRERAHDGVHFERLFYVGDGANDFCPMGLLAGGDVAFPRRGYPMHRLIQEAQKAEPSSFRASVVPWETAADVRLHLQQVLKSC
DNA FID counter – displaces DNA intercalator in HCV helicase counter-screen | DNA fluorescent intercalator displacement, fluorescence | inhibition, % at 7.9 µM | hit rate 0.17% among 290,000; in the data active means inhibition above about 37%;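 further: 0% = vehicle and 100% = reference compound; higher means more ethidium bromide displaced from hairpin DNA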
IDE act – activators of human insulin-degrading enzyme in cells. P14735. HEK cells, FAbeta-B cleavage, fluorescence polarization; 0% vehicle, 100% cell-free pure enzyme wells. activation, % at 5.96 µM. hit rate 0.073% among 340,000. AID 493087;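 active means activation above the mean of all tested compounds plus 3 SD, set per screening campaign, cut at about 17% in these data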
NS3 helicase inh – inhibitors of Hepatitis C virus NS3 helicase. NS3 helicase DNA unwinding, Cy5 molecular beacon fluorescence. inhibition, % at 10.9 µM. hit rate 0.56% among 290,000;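 active means inhibition above the mean of all tested compounds plus 3 SD, set per campaign, cut at about 35% in these data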;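 further: 0% = DMSO wells and 100% = thioflavine S control wells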
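Assay system – hepatitis C virus NS3 helicase domain fragment enzyme · Buffer or medium – MOPS pH 6.5, MgCl2, DTT, Tween20, BSA · Reagent – Cy5/quencher beacon DNA duplex and ATP to start · Compound – single 10.9 µM dose · Timing – 1 h at 25 °C · Technique – Cy5 beacon fluorescence read at start and 1 h · Measure – % inhibition of unwinding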
UBC9 SUMO inh – SUMOylation inhibition; P63279; HTRF SUMOylation assay, SAE1/SAE2 + UBC9, in vitro; inhibition, % at 35 µM; hit rate 0.36% among 290,000; AID 2006; in the data active means inhibition above about 50%, passing the limit was not always enough; further: strong numbers were not always called active
Target sequence (P63279 whole entry, looked up): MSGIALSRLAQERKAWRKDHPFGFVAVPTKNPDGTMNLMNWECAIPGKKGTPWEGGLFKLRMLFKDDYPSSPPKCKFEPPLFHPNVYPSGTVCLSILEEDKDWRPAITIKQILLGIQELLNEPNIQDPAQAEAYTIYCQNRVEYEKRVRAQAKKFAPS
IMP-1 inhibitor – blocks Pseudomonas aeruginosa IMP-1 metallo-beta-lactamase. purified IMP-1, nitrocefin hydrolysis, epi-absorbance fluorescence. hit rate 0.45% among 290,000. inhibition, % at 5.6 µM;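 active means inhibition above the mean plus 3 SD of all compounds in the same screening run, cut at about 4.5% in these data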;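 further: 0% = IMP-1 with DMSO and 100% = DMSO wells lacking enzyme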
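System: purified IMP-1; amount: IMP-1 0.2 nM before substrate addition; compound: single dose, 5.6 µM; times: 25 °C, 15 min preincubation, 25 min reaction; signal: Epi-absorbance via hydrolysed-nitrocefin quenching of white-plate fluorescence, 480/530 nm, EDTA stop; benchmarks: DMSO with and without IMP-1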
VIM-2 inhibitor – inhibitors of Pseudomonas aeruginosa VIM-2 metallo-beta-lactamase. purified VIM-2, nitrocefin hydrolysis, epi-absorbance fluorescence. inhibition, % at 5.6 µM. hit rate 0.89% among 290,000. AID 1527;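 active means inhibition above the mean of all tested compounds plus 3 SD, cutoff set per screening run, cut at about 7.5% in these data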;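 further: red hydrolysis product quenches plate fluorescence so inhibitors raise well fluorescence; 0% = enzyme with DMSO and 100% = DMSO without enzyme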
Numbers without * were called inactive; / = not tested or not shown; [ ] = dose if it differs, or a comment.

SMILES	p-CIP stab down	MEKK3 PB1 HTS	PHOSPHO1 inh	DNA FID counter	IDE act	NS3 helicase inh	UBC9 SUMO inh	IMP-1 inhibitor	VIM-2 inhibitor
Cc1ccc(-c2c(C(=O)NCc3ccc(F)cc3)oc(=O)c3ccccc23)cc1	-16	102	-12	-7	0	0	6	-3.8	-4.7
CC(Sc1nnc(Nc2ccccc2)s1)C(=O)NC1CCCc2ccccc21 (stereo not given)	-16	110	-14	-11	0	-9	3	-2.5	-4.9
CN(C)c1ccc(NC(=O)COC(=O)CCC(=O)c2ccc(F)cc2)cc1	-8	104	100*	-16	7	2	10	-6.8	-1.1
COC(=O)c1ccc(NC(=O)c2cc3c(CO)cnc(C)c3oc2=Nc2cccc(C(N)=O)c2)cc1	4	102	1	0	4	-23	-10	-1.7	0.0
COc1ccc(OC)c(NC(=O)CSc2nnc(CNc3ccc(C)cc3C)o2)c1	4	99	14	-14	1	-10	6	-4.2	-2.4
CC(C)C(NC(=O)CSCc1ccc([N+](=O)[O-])cc1)C(C)C	-8	97	17	-10	1	-1	-1	-2.2	-4.0
CCc1cccc(NC(=O)CCCCCC2NC(=O)NC2C)c1 (stereo not given)	4	99	33	-14	-17	-6	-18	-1.4	-1.8
O=c1[nH]c(Cc2ccccn2)nc2scc(-c3ccccc3Cl)c12	-4	104	34	-18	-4	5	-16	-1.4	-2.6
CC(C)C(=O)Nc1nnc(S(=O)(=O)N(C)c2ccc(Cl)cc2)s1	-3	106	13	-14	-3	-12	-5	-1.2	0.1
Cc1cccc(C)c1OCCCCN1CCNCC1	-13	109	-21	9	2	-3	11	-1.4	-2.1
CC(=O)c1c(C)[nH]c(C(=O)CSc2nnc(C)s2)c1C	-14	95	-10	3	2	8	22	-3.8	-0.8
O=C(Nc1nc2ccccc2[nH]1)c1ccccc1O	3	104	20	0	5	-7	10	-3.1	-1.0
CCOC(=O)N1CCN(C(=O)CCCN2C(=O)CSc3nc(C)cc(C)c32)CC1	-9	95	-20	-10	5	-5	-1	-2.1	0.6
Cc1nc2ccc(N=NN(C)C)cc2[nH]1	-2	85	-4	3	5	11	16	-1.7	-0.1
CCOc1ccc(C2/C(=C(/O)c3ccc(S(=O)(=O)N4CCCCC4)cc3)C(=O)C(=O)N2CCCOC)cc1OC (stereo not given)	6	102	43	-50	-2	18	17	0.2	-1.6
COc1ccc(N(C)C(=O)c2oc(=O)c3ccccc3c2-c2ccccc2)c(OC)c1	-10	126	32	-37	0	-3	11	-4.0	-2.4
COc1ccccc1NC(C)C(=O)N/N=C/c1ccccc1OCc1cccc(Br)c1 (stereo not given)	8	93	-12	-8	-6	-9	-9	-3.0	-0.6
COc1ccc(-c2c(C#N)c(N)nc3c2CCCCCC3)cc1OC	-17	96	-18	-3	-2	-2	26	-3.2	-3.1
COc1ccccc1CCNC(C)CCc1ccc(O)cc1 (stereo not given)	-11	106	/	5	0	10	-2	-2.7	-2.3
Cc1nc2c(ccc3nc(NC(=O)Cc4cccc5ccccc45)sc32)s1	-8	113	-11	-5	2	-9	-31	-2.8	-3.3
CCCN(CCC)S(=O)(=O)c1ccc(C(=O)NNc2nc(-c3ccccc3)c3cc(Br)ccc3n2)cc1	-10	91	-6	3	3	-5	-19	-2.7	-7.4
O=C(Nc1ccc(F)cc1)OCCN1CCN(Cc2ccccc2)CCC1=O	-2	2.0*[inhibitor]	-1	-7	-5	-1	9	-0.8	-1.3
N/C(=N\OC(=O)CCC1CCCC1)c1ccccc1	3	100	34	-2	4	-3	0	-0.9	-0.8
O=C1C(Cc2ccccc2)NC(=S)N1Cc1ccccc1 (stereo not given)	-7	105	-8	4	-1	-5	-1	-3.7	-5.3
COC(=O)c1ccc(Nc2cc(C)nc3ccc(C)cc23)cc1	-17	98	-4	-4	-5	3	21	-1.6	4.9
CC(C)CCN(C(=O)CNC(=O)c1ccco1)C(C(=O)NC1CCCCC1)c1ccco1 (stereo not given)	-9	103	-31	-35	1	4	-3	-6.1	-4.0
COc1ccccc1-c1nnc(SCC(=O)N2CCC(C)CC2)o1	-5	98	12	-26	-2	-9	3	-3.1	-3.9
CC(C)NS(=O)(=O)c1ccc(OCC(=O)Nc2cccc(F)c2)cc1	-10	88	34	-11	8	-2	8	-2.8	-1.0
O=C(N1CCOCC1)C1(c2ccc(Cl)cc2)CCCC1	-24	98	-43	-9	0	-2	13	-4.6	0.7
O=C1C2ON(c3ccccc3)C(c3cccnc3)C2C(=O)N1Cc1ccccc1 (stereo not given)	-2	104	10	-25	-5	-11	-3	-0.1	-2.3

Continued, overlapping the part above by 2 compounds.
SMILES	p-CIP stab down	MEKK3 PB1 HTS	PHOSPHO1 inh	DNA FID counter	IDE act	NS3 helicase inh	UBC9 SUMO inh	IMP-1 inhibitor	VIM-2 inhibitor
O=C(N1CCOCC1)C1(c2ccc(Cl)cc2)CCCC1	-24	98	-43	-9	0	-2	13	-4.6	0.7
O=C1C2ON(c3ccccc3)C(c3cccnc3)C2C(=O)N1Cc1ccccc1 (stereo not given)	-2	104	10	-25	-5	-11	-3	-0.1	-2.3
O=C(Nc1nc(-c2ccccc2)c(-c2ccccc2)s1)c1ccc(S(=O)(=O)N2CCCC2)cc1	-8	/	-10	1	5	4	1	-4.4	-3.8
O=S(=O)(c1ccccc1F)N(Cc1ccco1)Cc1nnc(-c2ccccc2Br)o1	2	97	5	-23	4	-4	1	-1.9	-0.7
CC(=O)NNc1nc(-c2ccc(NC(C)=O)cc2)cs1	-10	102	-30	-2	3	-12	-4	-0.4	0.1
NCCc1nnc(SCC(=O)c2ccc(Cl)cc2)o1	8	93	-3	3	5	-5	14	-3.1	0.9
COc1ccc(CNC(=O)Oc2ccccc2)cc1Cl	2	102	-4	0	1	-3	18	-2.6	-1.4
CN(C)S(=O)(=O)c1ccc(Cl)c(NC(=O)CN2C(=O)NC(C)(C3CC3)C2=O)c1 (stereo not given)	-3	101	9	-17	3	5	9	-3.5	-2.2
O=C(Cn1ncc2c(=O)oc3ccccc3c21)NCCCN1CCCC1=O	1	97	8	0	2	14	9	1.5	-1.5
O=C(CSCc1ccc(Br)cc1)NC1CC1	11	101	12	-1	0	-5	9	-1.2	-1.2
O=C(c1ccco1)N1CCN(S(=O)(=O)c2cccc(Cl)c2)CC1	-8	105	25	-17	-2	5	7	-1.1	-1.6
O=c1c2ccccc2nc(-c2ccccc2)n1Cc1ccco1	0	100	-1	-15	1	-1	26	-2.8	-2.7
CCC(C)[C@H]1COCCS(=O)(=O)N1Cc1ccc(Br)cc1 (stereo not given in full)	-1	95	-2	-23	2	-23	-7	-0.8	-1.5
COc1cccc(CN2CCNC(=O)C2CC(=O)NCCc2cccc(C)n2)c1OC (stereo not given)	0	106	26	-9	-1	-4	10	-2.0	0.4
Cc1ccc2c(c1)[nH]c1c(N3CCN(Cc4ccccc4)CC3)ncnc12	2	109	21	0	-15	-7	5	-2.7	-2.1
Cc1[nH]c2ccccc2c1CN1CCC(Cc2ccccc2)CC1	14	103	53	18	1	-32	-12	-3.4	-1.0
Cn1c(N)c(C(=O)COC(=O)c2ncc(Cl)c(Cl)c2Cl)c(=O)n(C)c1=O	14	100	37	-4	7	0	-16	0.4	6.7
COc1cccc(NC(=O)NCc2ccccc2F)c1	-14	78	41	-4	-4	2	-5	-0.6	-0.6
CCOc1cc(/C=N/Nc2cc(C)nc(-n3nc(C)cc3C)n2)ccc1O	1	97	27	-10	22*	-7	14	-1.7	-2.4
CCOC(=O)c1cnc2c(C#N)c(C)nn2c1-c1ccccc1	0	100	-1	-8	5	7	15	-4.3	-2.9
O=C1CCC(=O)c2oc3ccccc3c2N1	-3	101	-8	-1	5	1	16	-2.9	-1.7
COc1ccc(N(CC(O)Cn2c(C)nc3ccccc32)S(=O)(=O)c2ccc(C)cc2)cc1 (stereo not given)	-4	99	1	0	-6	-8	1	-5.2	0.3
O=C(NCCC1=CCCCC1)C(=O)NCC(c1ccco1)N1CCN(c2ccc(F)cc2)CC1 (stereo not given)	-4	97	-12	-4	0	1	-9	-2.4	-2.6
Cc1ccc(C)n1CCN1CCN(C(=O)CSc2nc3ccccc3nc2N2CCOCC2)CC1	6	104	18	-16	5	13	-8	-0.9	16*
CCCCC(=O)Nc1ccc(NC(=O)c2ccc([N+](=O)[O-])cc2Cl)cc1OC	0	101	26	0	-1	-7	-2	-2.6	-0.9
c1ccc2[nH]c(-c3cnco3)cc2c1	-6	107	-3	2	2	2	24	-2.3	0.3
O=C(CC1NCCNC1=O)OCCCc1ccccc1 (stereo not given)	-15	101	-7	2	1	8	4	-6.2	-7.2
COc1ccc(CCNS(=O)(=O)c2ccc(-n3cnnn3)cc2)cc1OC	-3	103	16	-7	5	1	-6	-1.6	-2.1
CC1=C(C(=O)Nc2ccccc2)C(c2ccncc2)C(C#N)=C(SCC(=O)NC2CC2)N1 (stereo not given)	-4	103	-5	-7	-4	-2	-21	-3.2	-0.2
Cc1ccc(C(=O)c2ccc(N3CCN(C)CC3)c([N+](=O)[O-])c2)cc1	-8	104	-6	19	-2	-13	4	-2.1	-0.6
CN(C)C(=O)CSc1nc(SCC(=O)N(C)C)n(-c2ccccc2)n1	-9	102	0	-11	-2	11	-11	-2.1	0.2
COc1ccc(Cn2nnnc2C(c2ccc3ncccc3c2)N2CCN(C3CCCCC3)CC2)cc1 (stereo not given)	-4	92	30	25	0	-5	4	-3.7	-3.4

Laid out differently: entries from further up.
Results follow in this order: p-CIP stab down	MEKK3 PB1 HTS	PHOSPHO1 inh	DNA FID counter	IDE act	NS3 helicase inh	UBC9 SUMO inh	IMP-1 inhibitor	VIM-2 inhibitor
COc1ccc(-c2c(C#N)c(N)nc3c2CCCCCC3)cc1OC
→ -17	96	-18	-3	-2	-2	26	-3.2	-3.1
CN(C)c1ccc(NC(=O)COC(=O)CCC(=O)c2ccc(F)cc2)cc1
→ -8	104	100*	-16	7	2	10	-6.8	-1.1
O=c1[nH]c(Cc2ccccn2)nc2scc(-c3ccccc3Cl)c12
→ -4	104	34	-18	-4	5	-16	-1.4	-2.6

(list continues)
SMILES	p-CIP stab down	MEKK3 PB1 HTS	PHOSPHO1 inh	DNA FID counter	IDE act	NS3 helicase inh	UBC9 SUMO inh	IMP-1 inhibitor	VIM-2 inhibitor
CCOc1ccc(CN(C)C(=O)CCN2C(=O)c3ccccc3C2=O)cc1OC	-4	100	24	-25	2	6	-4	-0.7	0.5
COc1cc(CCC(=O)OCC(=O)Nc2nc(C)c(Cl)cc2Cl)cc(OC)c1OC	-15	102	-34	-34	2	-5	9	-3.1	-4.1
CCOC(=O)c1cnc(Cc2ccccc2)[nH]c1=O	-8	104	19	-8	1	6	4	-4.8	-3.2
C/C(=N\NC(=S)NC(C)C)c1ccc(C(C)(C)C)cc1	-2	101	8	-14	1	3	-2	-3.3	-1.9
C/C(=N/NC(=O)C1COc2ccccc2O1)c1ccc(Br)s1 (stereo not given)	-8	113	22	-5	3	16	6	-2.3	-1.4
O=C(CCn1nc(-c2ccc(Cl)cc2)ccc1=O)NCCCN1CCCCCC1	5	110	7	15	5	-14	3	-0.8	-1.5
CC(C)N(CCCNC(=O)c1nn(C)c2c1CS(=O)(=O)c1ccccc1-2)Cc1ccccc1	-8	102	30	18	0	3	/	-2.6	-1.6

An excerpt; count on the stated rates, not on these rows.
